# Screening data as filed in PubChem.
# CTSL1 counter = counter-screen for PFM18AAP inhibitors: inhibitors of F. hepatica cathepsin L1; recombinant F. hepatica cathepsin L1, Z-Leu-Arg-MCA fluorescence; inhibition, % at 5.96 µM; hit rate 0.49% among 300,000;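 active means inhibition above the mean of all tested compounds plus 3 SD, set per screening campaign, cut at about 17% in these data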;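 further: 0% = plate median of test compound wells and 100% = 1 µM Z-Phe-Ala-diazomethylketone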
# PP1 counter = counter-screen for PP5 inhibitors: inhibitors of human PP1-alpha; inhibition, % at 6.7 µM; hit rate 0.9% among 320,000; P62136; purified PP1alpha, OMFP fluorescence;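 active means inhibition above the mean inhibition of all tested compounds plus 3 SD, computed separately for each screening campaign, cut at about 15% in these data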
# Target sequence (P62136 whole entry, looked up): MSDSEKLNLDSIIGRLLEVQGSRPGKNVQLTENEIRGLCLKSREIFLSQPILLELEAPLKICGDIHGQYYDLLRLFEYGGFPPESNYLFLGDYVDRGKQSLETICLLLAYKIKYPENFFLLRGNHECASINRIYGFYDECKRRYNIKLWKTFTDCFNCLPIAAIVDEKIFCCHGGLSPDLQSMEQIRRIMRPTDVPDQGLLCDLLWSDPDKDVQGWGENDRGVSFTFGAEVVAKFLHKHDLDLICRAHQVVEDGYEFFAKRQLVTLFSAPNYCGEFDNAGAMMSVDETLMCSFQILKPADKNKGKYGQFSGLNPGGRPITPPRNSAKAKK
# TPT1 inh = C. albicans TPT1 enzyme inhibition | recombinant caTPT1, FP RNA substrate dephosphorylation | inhibition, % at 5 µM | hit rate 0.81% among 300,000;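 active means inhibition above the mean of all tested compounds plus 3 SD, set per screening campaign, cut at about 24% in these data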;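 further: plate controls were DMSO alone for no effect and ferristatin control at 100 nM for full effect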
# JMJD2C inh = blocks human GASC-1 demethylase activity; Q9H3R0; GST-JMJD2C(1-420) H3K9me3 demethylation, DELFIA europium; inhibition, % at 2.35 µM; hit rate 0.069% among 330,000;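 active means more than half of a compound's replicate wells show inhibition beyond 50%, single wells judged on their own value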;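 further: signal counts dimethyl H3K9 product captured on neutravidin plate; 0% = median of DMSO wells and 100% = 0.3 times that DMSO median; strong numbers were not always called active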
# Target sequence (Q9H3R0 1-420 limits assumed): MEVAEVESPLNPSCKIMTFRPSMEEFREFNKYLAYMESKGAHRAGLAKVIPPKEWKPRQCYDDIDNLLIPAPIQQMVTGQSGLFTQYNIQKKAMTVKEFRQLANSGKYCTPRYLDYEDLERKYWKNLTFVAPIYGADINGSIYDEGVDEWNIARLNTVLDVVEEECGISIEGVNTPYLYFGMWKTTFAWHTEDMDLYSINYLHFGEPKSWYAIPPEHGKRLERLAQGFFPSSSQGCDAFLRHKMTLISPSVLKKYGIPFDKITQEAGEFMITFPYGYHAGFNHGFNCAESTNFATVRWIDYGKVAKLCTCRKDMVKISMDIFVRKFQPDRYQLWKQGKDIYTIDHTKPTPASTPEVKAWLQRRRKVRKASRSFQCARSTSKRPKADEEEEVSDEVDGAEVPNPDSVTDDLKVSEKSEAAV
# Efflux pump mplx = inhibitors of Candida antifungal efflux pumps expressed in yeast | S. cerevisiae Candida pump triplex, Nile Red efflux | inhibition, % at 10 µM | hit rate 0.44% among 330,000;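 active means plate passing quality check with inhibition over a set limit, or well fluorescence over plate mean plus 4 SD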;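 further: Nile Red retained in pooled yeast measured as flow cytometry median fluorescence; 0% = buffer negative control and 100% = Enniatin B positive control; higher means more Nile Red kept so more efflux inhibition; some compounds called inactive have numbers as strong as hits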
# proCasp3 act = activators of human procaspase-3; P42574; recombinant procaspase-3 D3A, Ac-DEVD-pNA absorbance 405 nm; activation, % at 8.5 µM; hit rate 0.11% among 330,000; AID 463141;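 active means activation above the mean of all tested compounds plus 3 SD, cut at about 21% in these data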;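 further: 0% = DMSO alone and 100% = DMSO wells spiked with extra 5 µM PC-3 D3A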
# Target sequence (P42574 whole entry D9A/D28A/D175A): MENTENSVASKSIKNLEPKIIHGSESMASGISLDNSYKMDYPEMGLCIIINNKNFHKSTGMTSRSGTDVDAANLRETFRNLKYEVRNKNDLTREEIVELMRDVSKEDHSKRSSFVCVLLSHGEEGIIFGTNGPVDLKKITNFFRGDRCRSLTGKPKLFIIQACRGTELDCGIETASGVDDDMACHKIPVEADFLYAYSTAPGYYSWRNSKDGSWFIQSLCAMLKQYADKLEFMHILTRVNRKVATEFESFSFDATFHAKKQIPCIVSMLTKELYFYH
#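 Assay system: Autoprocessing-dead procaspase-3 D3A mutant enzyme; also added: Ac-DEVD-pNA; doses: one concentration, 8.5 µM nominal, 0.8% DMSO; times: 1 h compound preincubation, 2 h substrate hydrolysis at 25 °C; technique: 405 nm absorbance of p-nitroaniline, reads at 0 and 120 min; measure: % activation between DMSO and enzyme-spiked controls; repeats: single replicate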
# PP5 inh = blocks human protein phosphatase 5 activity; P53041; purified PP5c, OMFP substrate fluorescence; inhibition, % at 6.7 µM; hit rate 0.18% among 320,000;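 active means inhibition above the campaign's mean inhibition across all tested compounds plus 3 SD, cut at about 9.5% in these data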;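 further: 0% = DMSO only and 100% = 100 µM cantharidin control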
# core dimer inh = HCV core protein dimerization inhibition | TR-FRET GST/Flag-core106 dimerization, 1536-well | inhibition, % at 5 µM | hit rate 0.33% among 300,000;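 active means inhibition above the mean of all tested compounds plus 3 SD, set per screening campaign, cut at about 45% in these data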
#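 System: GST-tagged and Flag-tagged HCV core protein residues 1-106 / Input: core106 proteins, GST 13.5 nM and Flag 17 nM / Buffer or medium: KF-containing HEPES buffer, pH 7.45, DTT, CHAPS, BSA / Probe or stimulus: Eu-anti-GST and XL665-anti-Flag labelled anti-tag antibodies / Schedule: 4 h, 22.5 °C incubation / Technique: TR-FRET 671 and 617 nm emission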
# procasp7 counter = counter-screen: procaspase-7 (human) activation. hit rate 0.093% among 330,000. activation, % at 8.5 µM. P55210. recombinant procaspase-7, Ac-DEVD-pNA absorbance 405 nm; D23A/D198A/D206A triple mutant, cannot self-cleave; scale: DMSO 0, 5 µM enzyme 100;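 active means percent activation above the screen-wide mean plus 3 SD, cut at about 25% in these data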
#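 Material: Procaspase-7 triple mutant (PC-7 D3A) | Quantity: 2 µM procaspase-7 mutant as dispensed | Reagent: DEVD-pNA substrate | Times: 1 h preincubation, 2 h reaction | Technique: 405 nm absorbance of p-nitroaniline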
# Numbers without * were called inactive; i = inactive; . = not tested or not shown; & = joins results of further samples.
SMILES,CTSL1 counter,PP1 counter,TPT1 inh,JMJD2C inh,Efflux pump mplx,proCasp3 act,PP5 inh,core dimer inh,procasp7 counter
CC(=O)Nc1cccc(/C(C)=N/NC(N)=S)c1,5,1,-5,7,-0.1,-3,1.8,-4,-7
CC(=O)N1c2ccc(S(=O)(=O)NCCC(=O)NCc3ccc(F)cc3)cc2CC1C (configuration not stated),1,0,-2,-3,-0.1,0,-1.8,-4,0
CCNC(=S)N1CCC(Cc2ccccc2)CC1,-2,1,-5,-9,0.0,-2,3.6,2,10
CCOc1ccc(N2C(=O)Nc3ccccc3C2(O)C(=O)NCc2ccc3c(c2)OCO3)cc1 (configuration not stated),-3,-4,-5,3,0.0,3,1.2,0,-4
O=C(c1ccc(Cl)cc1[N+](=O)[O-])N1CCc2ccccc2C1,0,-3,0,5,0.1,-3,2.6,0,-6
Cc1ccc(C(=O)N2CCN(C34CC5CC(CC(C5)C3)C4)CC2)o1,-1,-2,2,0,0.3,1,5.1,2,6
Cc1ccc(-n2nc3cc(C)c(N)cc3n2)cc1,5,5,3,11,0.6,9,3.5,0,12
Cc1cc(NC(=O)c2ccc(Cl)cc2)ccc1NC(=O)c1ccccc1Cl,-1,1,-1,-9,-0.1,-3,0.3,2,-1
CCOC(=O)/C(C#N)=C(\N)C(C)C(=O)Nc1ccccn1 (configuration not stated),-1,-3,-1,-2,-0.1,-8,1.9,3,1
Cc1cccc(NC(=S)NC2CCCCC2)n1,2,-2,0,-5,-0.1,2,2.2,11,-2
OCC1CCCCN1C(=S)Nc1ccc(Cl)cc1Cl (configuration not stated),-3,2,-1,29,-0.1,1,-1.5,-1,-4
Cc1cccc(N(C(=O)CCC(=O)Nc2nccs2)C(C(=O)NC(C)(C)C)c2ccc(O)cc2)c1 (configuration not stated),-2,-1,-3,16,-0.1,-6,2.8,2,2
O=c1[nH]ncn1-c1ccc(Br)cc1,-1,-1,-7,i,-0.1,-8,1.3,-4,-9
CCOC(=O)COc1cnc2ccccc2n1,-2,-1,-1,-8,0.0,-3,4.2,-12,6
CN(C)Cc1c(C(=O)N/N=C/c2cccc(OCc3ccc(F)cc3)c2)nnn1-c1nonc1N,-1,0,2,5,0.0,-9,4.0,6,0
O=C(c1ccco1)N1CCN(c2nc3ccccc3c(=O)n2-c2ccccc2)CC1,-9,3,-3,0,0.2,-4,-0.3,-4,4
O=C(CS(=O)(=O)Cc1ccccc1)N1CCN(Cc2ccc3c(c2)OCO3)CC1,-3,-2,-1,7,-0.1,11,-0.1,-1,-1
COc1ccc(C(=O)NCCC2=CCCCC2)cc1,-3,-4,-3,4,0.1,7,2.0,1,-5
CC(Oc1ccccc1Cl)C(=O)N(Cc1ccco1)C1CCS(=O)(=O)C1 (configuration not stated),2,-4,-2,.,0.0,1,0.9,8,0
COc1ccc(CC2=C(O)c3ccccc3C(=O)C2=O)cc1,0,2,-2,5,-0.1,1,3.6,-10,-2
Cc1ccc(NC(=O)Cn2c(O)c(N=NC(N)=S)c3ccccc32)cc1,2,21*,2,2,0.0,0,0.9,-18,0
CCOc1ccc2[nH]c(=O)c(CN(Cc3cccnc3)C(=O)Nc3ccccc3OC)cc2c1,1,-2,3,-7&7,0.0,1,-0.4,5,8
CCN1CCN(S(=O)(=O)c2ccc(Cl)c(C(=O)Nc3ccccc3N3CCCCC3)c2)CC1,9,23*,-2,-4,0.0,-4,0.5,-1,2
O=C(CN1C(=O)c2ccc([N+](=O)[O-])cc2C1=O)NC1CCS(=O)(=O)C1 (configuration not stated),-1,-1,-1,-4,-0.1,2,-1.1,-5,5
COc1ccc(Oc2cccc(Cl)c2CNC(=O)CCCC(=O)O)cc1,-1,-1,1,20,0.1,2,1.5,-3,6
# Next section:
SMILES,CTSL1 counter,PP1 counter,TPT1 inh,JMJD2C inh,Efflux pump mplx,proCasp3 act,PP5 inh,core dimer inh,procasp7 counter
CC1CCN(C(=O)c2ccc(NC(=O)C3CCCO3)cc2)CC1 (configuration not stated),-4,0,3,2,0.2,4,-1.9,-1,-14
O=C(NC1=NCCS1)c1cc(-c2ccccc2)nn1-c1ccccc1,1,0,0,-6,0.0,5,-1.6,-4,7
CCOC(=O)c1ccc(NC(=O)CC2SCCNC2=O)cc1 (configuration not stated),-2,-3,7,20,0.1,9,-1.9,-6,12
COc1ccc2oc(=O)c(C(=O)NC3CCCCCC3)cc2c1,1,2,-4,5,-0.1,0,2.0,-6,4
CCOC(=O)COc1cccc2c(=O)n(CC(=O)N3CCCCC3)ccc12,-4,-5,-1,9,0.0,1,0.6,-2,9
O=C1CCSc2cccc3cccc(c23)N1,-3,-5,-2,4,0.0,2,0.7,-1,10
CCC(O)(CC)C(=O)N(Nc1ccc(C)cc1)c1ccc(C)cc1,-1,-1,-1,-2,-0.1,11,1.3,2,0
N=c1c(C(=O)NCc2ccccc2)cc2c(=O)n3ccccc3nc2n1Cc1ccco1,-1,6,4,44&-7,-0.1,-12,4.1,24,-9
Fc1cc(Br)ccc1COc1ccc(-c2nnco2)cc1,1,-1,-3,14,0.1,-2,0.1,7,10
Cn1c(=NC(=O)C2CCCCC2)sc2cc([N+](=O)[O-])ccc21,3,1,-4,2,0.0,4,0.9,6,2
Cc1ccc(C(=O)NCC(c2ccc(F)cc2)N2CCOCC2)s1 (configuration not stated),.,.,.,-4,0.0,3,.,.,7
COC(=O)c1cc(S(=O)(=O)N2CCCC2=O)c(Cl)cc1Cl,6,-3,1,6,0.0,-8,0.3,-8,5
COc1cccc(CNc2ccc3[nH]c(=O)[nH]c3c2)c1OCc1ccccc1F,2,-2,-1,-2,-0.2,-3,2.5,-18,-7
O=C(c1ccc(Cl)cc1)N1CCC(N2CCC(C(=O)N3CCOCC3)CC2)CC1,-6,-8,4,7,0.0,0,5.0,-18,-3
CCOc1ccc(CCNC(=O)CS(=O)Cc2nc(-c3ccc(C)cc3)oc2C)cc1 (configuration not stated),-5,2,1,4,0.2,2,4.0,-14,-7
O=C(CN1C(=O)c2cccc3cccc1c23)NC1CCCC1,2,-2,-2,4,0.0,-6,0.0,-5,-9
CCOc1ccc(-n2c(N)c(C(=O)NCc3ccco3)sc2=S)cc1,0,1,-2,0,-0.2,-6,0.9,-1,-3
O=C(Nc1nnc(C2=COCCO2)o1)c1cccc(C(F)(F)F)c1,0,10,-1,8,0.3,1,0.3,8,-8
CCCCCCCC(=O)N/N=C/c1ccncc1,-5,-1,-2,13,0.0,7,-1.5,1,5
Cc1ccc(C(=O)N2CCCN(c3nc4cc5c(cc4cc3C#N)OCO5)CC2)cc1,6,4,-20,-22,-0.2,-9,3.6,6,-18
COc1ccc(OC)c(N2C(=O)C(Cl)=C(N3CCOCC3)C2=O)c1,2,-4,1,-1,0.2,-12,-1.3,0,-5
CCOCC(=O)N1CCN(Cc2ccc3c(c2)OCO3)CC1,1,-3,-2,-12,0.0,4,-2.5,3,-2
CC1CCN(c2nc3c(c(=O)n(C)c(=O)n3C)n2Cc2ccccc2)CC1,0,-2,1,-16,0.0,5,-0.9,-4,7
CCn1c(COc2ccc(C)cc2)nnc1SCC(=O)C(C)(C)C,0,-2,-7,4,0.0,-4,-0.4,4,9
CC(C)OCCCN1CN(S(=O)(=O)c2cccc(Cl)c2)c2nc3ccccc3nc21,1,1,5,3,0.0,7,5.7,0,0
# Remaining list, next part
SMILES,CTSL1 counter,PP1 counter,TPT1 inh,JMJD2C inh,Efflux pump mplx,proCasp3 act,PP5 inh,core dimer inh,procasp7 counter
C=CCn1c(Sc2nncn2C)nc2c1c(=O)[nH]c(=O)n2C,0,-2,-1,11,0.0,1,-1.3,-3,5
COc1ccc(NC(=O)CN(c2ccc(OC)c(Cl)c2)S(=O)(=O)c2ccccc2)cc1,-3,-3,1,-1,0.0,2,5.0,22,-2
O=C1OCCC1Sc1nnc(-c2cccs2)n1Cc1ccccc1 (configuration not stated),-1,-3,1,4,0.0,-3,1.5,4,7
CCC(=O)Nc1nnc(CCc2ccccc2)s1,0,0,-2,17,0.2,2,3.7,-6,8
Cc1cccc(C(C#N)c2nc3ccccc3nc2C(F)(F)F)c1 (configuration not stated),4,2,2,0,0.2,2,4.8,7,6
CNC[C@H]1Oc2c(NS(=O)(=O)c3ccccc3)cccc2C(=O)N([C@H](C)CO)C[C@@H]1C,.,.,.,10,-0.1,0,.,.,11
Cc1cc(F)ccc1NC(=O)c1cc(S(=O)(=O)N2CCOCC2)cn1C,5,-3,1,-4,0.4,4,-0.4,-2,3
O/N=C1\CCCc2ccccc21,0,1,-6,16,-0.2,1,-0.4,-4,-3
O=C(Nc1cc(N2CCOCC2)ncn1)NC1(C(F)(F)F)Oc2ccccc2O1,0,-2,2,25,0.2,1,3.2,3,-6

# Structures from the list above containing an aryl methoxy group (8):
SMILES,CTSL1 counter,PP1 counter,TPT1 inh,JMJD2C inh,Efflux pump mplx,proCasp3 act,PP5 inh,core dimer inh,procasp7 counter
COc1ccc(C(=O)NCCC2=CCCCC2)cc1,-3,-4,-3,4,0.1,7,2.0,1,-5
COc1ccc(CC2=C(O)c3ccccc3C(=O)C2=O)cc1,0,2,-2,5,-0.1,1,3.6,-10,-2
CCOc1ccc2[nH]c(=O)c(CN(Cc3cccnc3)C(=O)Nc3ccccc3OC)cc2c1,1,-2,3,-7&7,0.0,1,-0.4,5,8
COc1ccc(Oc2cccc(Cl)c2CNC(=O)CCCC(=O)O)cc1,-1,-1,1,20,0.1,2,1.5,-3,6
COc1ccc2oc(=O)c(C(=O)NC3CCCCCC3)cc2c1,1,2,-4,5,-0.1,0,2.0,-6,4
COc1cccc(CNc2ccc3[nH]c(=O)[nH]c3c2)c1OCc1ccccc1F,2,-2,-1,-2,-0.2,-3,2.5,-18,-7
COc1ccc(OC)c(N2C(=O)C(Cl)=C(N3CCOCC3)C2=O)c1,2,-4,1,-1,0.2,-12,-1.3,0,-5
COc1ccc(NC(=O)CN(c2ccc(OC)c(Cl)c2)S(=O)(=O)c2ccccc2)cc1,-3,-3,1,-1,0.0,2,5.0,22,-2
